From PubChem BioAssay
MDM2 E3 inh = inhibitors of human Mdm2 E3 ubiquitin ligase; signal enhancement, % at 5 µM; AID 1230; 210,000 compounds, 0.11% hits; cell-based MDM2 ubiquitination luciferase reporter, 2 h; 0 = plate control, 100 = twice control, blank-subtracted; Q00987;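 active means signal enhancement of 30% or more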;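 further: luminescence tracks abundance of the self-degrading MDM2-luciferase fusion protein; higher signal means inhibition of MDM2 E3 ligase activity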
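Material: Stable MDM2–luciferase fusion reporter cells | Amount: 2000 cells seeded into each well | Dosing: One concentration, 5 µM, with 0.2% DMSO | Incubation: 4 h cell settling then 2 h compound exposure, 37 °C | Measured by: Luciferase luminescence | Read-out basis: % enhancement relative to plate controls after blank subtraction | Benchmarks: Control and blank well means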
FXIIa inh = factor XIIa (human) inhibition. P00748. purified FXIIa, Boc-QGR-AMC fluorogenic substrate, 2 h. inhibition, % at 5 µM. 220,000 compounds, 0.3% hits. AID 800; in the data active means inhibition above about 40%;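 further: 0% = enzyme with no compound and 100% = blank without enzyme; many of its hits are not listed in these tables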
hK5 inh = kallikrein 5 (human) inhibition | 210,000 compounds, 0.59% hits | inhibition, % at 5 µM | Q9Y337 | recombinant hK5, fluorogenic AMC substrate cleavage;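 active means inhibition of 40% or more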;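 further: 0% = enzyme controls without compound and 100% = no-enzyme blanks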
Target sequence (Q9Y337 67-293 limits assumed): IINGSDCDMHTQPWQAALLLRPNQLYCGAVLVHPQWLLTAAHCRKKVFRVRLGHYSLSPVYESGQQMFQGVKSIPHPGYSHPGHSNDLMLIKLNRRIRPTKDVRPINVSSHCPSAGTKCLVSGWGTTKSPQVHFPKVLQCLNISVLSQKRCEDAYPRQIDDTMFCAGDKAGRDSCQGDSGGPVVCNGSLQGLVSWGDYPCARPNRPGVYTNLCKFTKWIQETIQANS
FXIa inh = blocks human coagulation factor XIa protease activity. P03951. AID 798. 220,000 compounds, 0.14% hits. purified FXIa, Boc-Glu-Ala-Arg-AMC fluorogenic substrate. inhibition, % at 5 µM;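 active means inhibition of at least 40%; inactive means inhibition below 40%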;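 further: fluorescence of freed AMC excited at 355 nm; 0% = enzyme without compound and 100% = no enzyme blank; many of its hits are not listed in these tables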
14-3-3 Bad PPI = disrupts binding of bovine 14-3-3 zeta to phospho-Bad peptide; P63103; TR-FRET 14-3-3zeta/Dy647-pBad peptide displacement, 1 h; inhibition, % at 21.7 µM; 220,000 compounds, 0.71% hits; AID 781;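 active means inhibition above about 70%, limit read from the data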;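 further: 0% = full 14-3-3 plus peptide FRET controls and 100% = background without 14-3-3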
Rad51 HR inh = Rad51 (human) homologous recombination inhibition; Q06609; hRad51 DNA strand exchange, fluorescence dequenching; inhibition, % at 10 µM; 200,000 compounds, 0.085% hits; AID 1385;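 active means inhibition above 40% at the single screening dose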;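 further: 0% = DMSO control wells and 100% = blanks with heterologous ssDNA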
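material = hRad51 filaments on single-stranded DNA | reagent = Donor/quencher-labelled 47-bp dsDNA substrate | compound = 10 µM final, single point | schedule = strand-exchange reaction 15 min at room temperature | measured by = fluorescein emission 520 nm, excitation 485 nm | read-out basis = % inhibition versus plate control and blank means | benchmarks = plate controls and plate blanks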
eIF4E 4G PPI = blocks eIF4E binding to eIF4G; AID 782; inhibition, % at 21.7 µM; TR-FRET eIF4E-eIF4GI(517-606) binding, 2 h; 220,000 compounds, 0.37% hits;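 active means inhibition above about 30%, limit read from the data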;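 further: 0% = full FRET control wells and 100% = background wells lacking eIF4GI fragment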
Wee1 stabilizer = blocks degradation of human Wee1 kinase | HeLa Luc-Wee1K328M stability, luciferase luminescence; 100% = proteasome inhibitor MG132 effect | P30291 | 220,000 compounds, 1.2% hits | reporter increase, % at 5 µM;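 active means activation above the mean of all tested compounds plus 3 SD, set per screening run, cut at about 8.8% in these data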;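 further: cells exposed to compound for 20 h before luminescence read; 0% = DMSO alone and 100% = MG132 at 30 µM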
p97 inhibitor = blocks human p97 ATPase activity. inhibition, % at 8 µM. P55072. recombinant p97 ATPase, Kinase-Glo ATP luminescence, 3 h. 220,000 compounds, 0.42% hits; in the data active means inhibition above about 15%;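 further: 0% = DMSO vehicle and 100% = wells lacking enzyme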
Target sequence (P55072 whole entry, looked up): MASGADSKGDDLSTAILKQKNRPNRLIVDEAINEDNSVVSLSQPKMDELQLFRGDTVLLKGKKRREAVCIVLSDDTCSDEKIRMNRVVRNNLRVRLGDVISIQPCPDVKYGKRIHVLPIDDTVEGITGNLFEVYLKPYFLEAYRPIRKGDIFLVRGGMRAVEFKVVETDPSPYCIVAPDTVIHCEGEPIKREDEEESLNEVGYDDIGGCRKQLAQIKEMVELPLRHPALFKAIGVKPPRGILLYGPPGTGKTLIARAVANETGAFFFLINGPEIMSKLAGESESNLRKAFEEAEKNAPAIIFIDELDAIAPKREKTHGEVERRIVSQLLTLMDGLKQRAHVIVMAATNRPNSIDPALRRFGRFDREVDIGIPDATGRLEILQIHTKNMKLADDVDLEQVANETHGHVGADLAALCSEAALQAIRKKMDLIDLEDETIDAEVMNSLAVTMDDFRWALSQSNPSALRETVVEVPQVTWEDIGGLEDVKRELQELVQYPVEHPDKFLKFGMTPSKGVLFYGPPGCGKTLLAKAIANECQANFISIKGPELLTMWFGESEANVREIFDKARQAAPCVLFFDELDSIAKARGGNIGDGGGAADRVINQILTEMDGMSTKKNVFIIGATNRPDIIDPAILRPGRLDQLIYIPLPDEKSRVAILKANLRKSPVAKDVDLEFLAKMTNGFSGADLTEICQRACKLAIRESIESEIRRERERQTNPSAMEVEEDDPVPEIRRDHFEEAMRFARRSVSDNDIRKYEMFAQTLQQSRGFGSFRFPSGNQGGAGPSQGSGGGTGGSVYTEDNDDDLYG
* = called active by the depositor; / = no result given; [ ] = another dose, or the depositor's remark.

Preview (4 entries):
SMILES	MDM2 E3 inh	FXIIa inh	hK5 inh	FXIa inh	14-3-3 Bad PPI	Rad51 HR inh	eIF4E 4G PPI	Wee1 stabilizer	p97 inhibitor
Cc1[nH]nc(Nc2ccccc2)c1[N+](=O)[O-]	-4	11	1	5	/	-2	/	-3	1
C=CCSC1=NN2CCS(=O)(=O)N=C2S1	-2	-7	-27	-8	-2	11	-6	-2	0
O=C(CNC(=O)c1cccs1)N/N=C/c1c[nH]c2ccccc12	-14	0	-6	-4	-6	3	-3	-2	6
COc1ccccc1-c1c(C)c(C)nc(N)c1C#N	-11	17	-6	4	8	6	-12	-3	4

Results, from the first entry:
SMILES	MDM2 E3 inh	FXIIa inh	hK5 inh	FXIa inh	14-3-3 Bad PPI	Rad51 HR inh	eIF4E 4G PPI	Wee1 stabilizer	p97 inhibitor
Cc1[nH]nc(Nc2ccccc2)c1[N+](=O)[O-]	-4	11	1	5	/	-2	/	-3	1
C=CCSC1=NN2CCS(=O)(=O)N=C2S1	-2	-7	-27	-8	-2	11	-6	-2	0
O=C(CNC(=O)c1cccs1)N/N=C/c1c[nH]c2ccccc12	-14	0	-6	-4	-6	3	-3	-2	6
COc1ccccc1-c1c(C)c(C)nc(N)c1C#N	-11	17	-6	4	8	6	-12	-3	4
CC(=O)Oc1c2occc2cc2ccc(=O)oc12	-14	16	-10	-3	1	-9	0	-4	2
Cc1nn(Cc2ccccc2Cl)c(Cl)c1/C=C/C(=O)OCC(=O)NC(N)=O	-12	5	-2	-6	2[fluorescence artefact?]	4	3[fluorescence artefact?]	-1	-1
O=C(c1ccccc1)N1CC(COc2ccccc2)OC(c2cccnc2)O1 (configuration not stated)	13	-9	-1	-8	-4	8	-2	-1	2
O=C(Nc1nc(-c2cccs2)c(C(=O)C(F)(F)F)s1)c1ccccc1	/	-3	-2	3	12	/	-8[fluorescence artefact?]	1	-2
O=c1c2oc3ccccc3c2[nH]c(=S)n1-c1ccc(F)cc1	-5	2	-21	2	-4	-2	-1	-2	3
CCCNCc1cc(OC)c(OCc2ccccc2)cc1Br	/	2	/	-2	9	/	-1	2	1
O=C(NCCc1ccncc1)Nc1ccccc1	-7	13	-1	4	15	-3	4	0	4
Nc1nc(CN2CCN(Cc3ccccc3)CC2)nc(Nc2ccccc2)n1	2	8	-24	3	4	-2	0	5	-1
COc1ccc(C(OCC2CO2)c2ccc(OC)cc2)cc1 (configuration not stated)	-19	10	25	1	-8	4	2	1	-3
CCC(C(=O)c1ccc2ncccc2c1)c1ccccc1 (configuration not stated)	-9	13	-8	4	-5[fluorescence artefact?]	0	0	-1	3
COC(=O)c1nnn(CC(=O)Nc2cccc(Cl)c2C)c1C(=O)OC	-11	6	2	1	-1	7	-5	-1	-8
Cc1ccc(-c2noc(CN(C(=O)C34CC5CC(CC(C5)C3)C4)C(C)C)n2)cc1	4	10	-6	-1	17	-6	-4	1	5
Cc1nc2c3ccccc3n(CCN3CCCCC3)c2s1	-12	5	-1	-8	-5	/	5	1	-2
CCc1nnc(SCC(=O)Nc2ccccc2)nc1CC	5	14	1	3	14	-5	3	-1	3
O=C(Nc1nnc(SCC(=O)N2CCCCC2)s1)c1cccs1	-10	16	-9	9	21[fluorescence artefact?]	-8	9[fluorescence artefact?]	2	-1
Cc1cccc(N(C)C(=O)c2cc3cc4ccc(C)cc4nc3o2)c1	1	18	3	5	6	0	5[fluorescence artefact?]	5	0
CC(=O)c1cccc(NC(=O)c2ccc(N(Cc3ccccc3)S(C)(=O)=O)cc2)c1	-15	15	-15	-4	-5	-8	2	-2	-1
COc1cccc(N(C(=O)CNC(=O)c2ccco2)C(C(=O)NC2CCCC2)c2ccncc2)c1 (configuration not stated)	-14	10	-23	7	-6	-3	1	-2	1
Cc1ccc(Cn2cccc2C2=NC(C)CO2)cc1 (configuration not stated)	-27	-10	12	-3	-7	-1	-5[fluorescence artefact?]	0	2
CCn1c(SCC(N)=O)nnc1-c1ccc2[nH]c(C)c(C)c2c1	-19	-4	22	-3	-1	-1	2	0	-1
Cn1c(=O)c2c(nc(NCCCO)n2Cc2cccc(C(F)(F)F)c2)n(C)c1=O	-24	25	-4	17	-3	7	-1	-1	1

The results go on:
SMILES	MDM2 E3 inh	FXIIa inh	hK5 inh	FXIa inh	14-3-3 Bad PPI	Rad51 HR inh	eIF4E 4G PPI	Wee1 stabilizer	p97 inhibitor
S=C(Nc1cccc(Br)c1)N1CCn2cccc2C1c1cccnc1 (configuration not stated)	-9	8	-4	-1	-9	-3	-5	-1	0
CN(C)c1ccc(NC2=C(Cl)C(=O)c3ccccc3C2=O)cc1	-7	8	-11	5	-15	/	16[fluorescence artefact?]	8	-5
O/N=C(\c1ccc(Cl)cc1)c1ncc(C(F)(F)F)cc1Cl	-20	10	-7	1	-1	-2	-4	3	1
CSc1nnc(-c2ccccc2)o1	-12	3	-7	0	8[fluorescence artefact?]	0	6[fluorescence artefact?]	-2	9
O=C(NCc1cccnc1)c1ccc(-c2cccc(Cl)c2Cl)o1	0	1	-2	-3	2	-3	1	-2	6
CC1CCN(CCCNC(=O)c2ccc(CSCc3cccc(Cl)c3)o2)CC1	-8	16	-3	4	-2	5	-3	2	0
CC(C)C(=O)NNC(=O)CC(=O)Nc1ccccc1C(=O)O	-13	6	1	5	5	1	4	2	1
CCN(CC)C(=O)c1c(C)[nH]c(=S)c(C#N)c1-c1ccco1	-18	7	1	1	-17	-9	3	4	3
COc1ccc(NC(=O)c2noc3c2CCCCC3)cc1	-30	3	-17	8	-20	1	-2	-1	-1
c1ccc2c(c1)[nH]c1c(N3CCCC3)ncnc12	-19	18	1	1	16[fluorescence artefact?]	-6	-2	0	0
Cc1cc(N2CCCCC2)n2nc(C)c(-c3ccccc3)c2n1	-11	-20	-6	-18	6	3	5	-3	2
Cc1nn(Cc2ccccc2)c(C)c1NC(=O)c1cc(-c2cccs2)on1	-20	15	-6	8	3	-9	-12	-4	0
Cn1c(N)c(C(=O)c2cc(-c3ccccc3)nc3ccccc23)c(=O)n(C)c1=O	-10	1	-19	4	-7[fluorescence artefact?]	1	-4	-1	5
COc1cc(OC)cc(C(=O)N[C@H](C(=O)OCC(=O)NC(=O)NC(C)(C)C)C(C)C)c1	-1	-4	-5	-5	-1	8	2	-3	0
O=C(Nc1ccc(C(F)(F)F)cc1)C1(c2ccccc2)CC1	-11	5	-10	-8	-3	0	-2	0	0
CCN1C(=O)/C(=C\N2CCN(c3ccc(F)cc3)CC2)SC1=S	-18	4	-3	4	-3	-9	2[fluorescence artefact?]	-2	0
COC(=O)CCC(=O)Nc1ccccc1C(N)=O	-2	-1	3	-7	-17	-4	-1	0	1
CCOC(=O)c1nn(-c2ccc(C)cc2)c2nc(Nc3ccccc3)cc(=O)n12	-4	9	-3	-3	14	-2	-7	-1	-3
Cc1cccc(CN2CCN(C(=O)c3ccccc3F)CC2)c1	7	2	-5	6	43	1	4[fluorescence artefact?]	-2	-2
N/C(=N\OC(=O)C12CC3CC(CC(C3)C1)C2)c1cccnc1	-13	21	3	-13	33	0	3[fluorescence artefact?]	0	3
OCC1(CCc2ccccc2)CCN(Cc2cc(Cl)ccc2O)CC1	-12	0	-6	-7	-12	/	-4	-2	-7
O=c1n(-c2ccccc2)c(=O)n2n1CC(O)C2	-8	8	-13	0	1	0	-1	-2	1
COc1ccc(S(=O)(=O)N(CC(=O)NCC2CCCO2)c2ccccc2)cc1OC (configuration not stated)	11	17	-10	7	-6	-3	-10	-3	-2
Cc1cc2c(N=NC(=O)CCc3ccccc3)c(O)[nH]c2cc1Br	1	7	-12	8	14[fluorescence artefact?]	2	5[fluorescence artefact?]	-4	1
CCn1c(SCC(=O)N/N=C/c2ccc(C)o2)nnc1-c1ccccc1	-4	10	-8	4	12[fluorescence artefact?]	-3	3	2	0

Other results follow:
SMILES	MDM2 E3 inh	FXIIa inh	hK5 inh	FXIa inh	14-3-3 Bad PPI	Rad51 HR inh	eIF4E 4G PPI	Wee1 stabilizer	p97 inhibitor
O=C(NCCCN=C1NS(=O)(=O)c2ccccc21)c1ccncc1	-10	6	-5	0	23	0	-6	0	10
Cc1cc(C2C(C#N)=C(N)SC(N)=C2C#N)c(C)s1	-1	10	-4	2	0	/	0	0	1
CS(=O)(=O)N(CC(=O)NCCSCc1cccc(Cl)c1)c1ccc2c(c1)OCO2	-12	14	-6	16	4	2	2	2	0
O=C(c1cc(-c2ccccn2)nc2c(Cl)cccc12)N1CCN(S(=O)(=O)c2ccccc2)CC1	-6	15	-21	7	-74	-10	-7	0	4
CC(Oc1ccccc1F)c1ccnc2nc(/N=C/N(C)C)nn12 (configuration not stated)	14	5	0	-1	-17	-2	1	0	3
O=C(C1CCCN1S(=O)(=O)c1ccc(Cl)c(Cl)c1)N1CCCCC1 (configuration not stated)	-13	14	-13	1	-7[fluorescence artefact?]	1	2[fluorescence artefact?]	-2	-2
O=C1C2CCCCC2C(=O)N1c1cccc(OS(=O)(=O)c2ccccc2)c1 (configuration not stated)	-5	3	-9	-3	-5[fluorescence artefact?]	2	-22	5	-8
CCNc1nc(SCC(=O)OC)nc(N2CCOCC2)n1	-11	3	-12	-16	-8	-1	-1[fluorescence artefact?]	-1	-3
Cc1nn(C(=O)c2cccs2)c(C)c1CN1C(=O)c2ccccc2C1=O	-5	6	-21	6	-7[fluorescence artefact?]	7	-6[fluorescence artefact?]	2	2
S=C(NCc1ccccc1)NCc1ccc(CNC(=S)NCc2ccccc2)cc1	2	14	-7	6	-3	/	1	-3	11
CC(C)c1onc(C(=O)N(C)Cc2ccccc2)c1[N+](=O)[O-]	9	10	-4	11	10	11	3	-1	-6
CCCn1c(SCC(=O)Nc2nc(-c3ccc(OC)cc3)cs2)nc2c1c(=O)n(C)c(=O)n2C	-7	11	-2	6	-9	/	-4	-2	2
CC(=O)c1cc(C#N)c(SCC(=O)O)nc1C	-1	12	-6	-8	-8	-1	-13[fluorescence artefact?]	-4	4
CCc1ccc(OCC(=O)O/N=C(\N)Cc2ccc([N+](=O)[O-])cc2)cc1	-1	1	-18	1	0	8	2	-2	0
CCCCOc1ccc(-c2nnc(-c3ccncc3)o2)cc1	-19	-4	2	-13	6	5	8	0	5
CCc1nnc(NS(=O)(=O)c2ccc(NC(=S)NC(=O)c3ccc(F)cc3)cc2)s1	-33	7	-9	8	-13	3	-6	0	2
COc1ccc(-c2nnc(NC(=O)c3ccc(S(=O)(=O)N4COCC4(C)C)cc3)o2)cc1	-10	4	-62	-6	-2	/	-4	-1	9
CCCC(CCC)C(=O)Nc1ccc2c(c1)N(C(=O)CN1CCN(C)CC1)c1ccccc1CC2	-31	2	-10	-1	-2	-2	4	-1	2
O=C(Nc1nc2ccccc2s1)c1ccc2c(c1)S(=O)(=O)c1ccccc1C2=O	1	10	5	4	10	/	-1	-2	4
O=S(=O)(c1c(Cl)sc(Cl)c1Br)N1CCCC1	-10	9	1	-6	0	16	1	1	6
COCCNC(=O)CSc1nc2cc(OC)c(OC)cc2c(=O)n1Cc1ccco1	-15	3	-15	-5	3	4	-5	0	4
O=C(c1ccco1)N1CCN(C(=O)c2nn3cccnc3c2Cl)CC1	-2	12	-3	7	-2	3	1	0	2
COc1ccccc1C(=O)Nc1sc(C(=O)N2CCCC2)c(C)c1C#N	-6	8	-10	-4	3	-10	-1	0	-3

Rows are unselected (roughly 3.5% active in at least one column).
